MsrA inhibitor – inhibits bovine methionine sulfoxide reductase A; inhibition, % at 15.5 µM; actives 0.75% (n = 360,000); purified bovine MsrA, absorbance read-out; in the data active = inhibition above about 4.5%;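 note: 0% = vehicle wells with enzyme and 100% = reference inhibitor wells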
E coli Lon inh – E. coli protease La inhibition; P0A9M0; actives 0.42% (n = 360,000); purified E. coli Lon protease, fluorescence polarization; AID 602123; inhibition, % at 7.94 µM; in the data active = inhibition above about 13%, passing the limit was not always enough;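 note: 0% = enzyme with probe and DMSO and 100% = no enzyme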
bovine MsrA act – activates bovine MsrA enzyme; purified bovine MsrA, absorbance read-out; actives 0.3% (n = 360,000); activation, % at 10.6 µM; in the data active = activation above about 7.5%;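 note: 0% = vehicle and 100% = reference activator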
MT1-MMP act inh – inhibitors of human MT1-MMP activation. AID 651647. P50281. HT1080 RFP-PRO-GFP cells, GFP/RFP ratio fluorescence, overnight; percent of plate control window, DMSO zero. GFP/RFP ratio change, % at 20 µM. actives 0.061% (n = 360,000);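 active = GFP/RFP ratio change of at least 30% with cell ATP level not reduced by more than half and red fluorescence within 50% of control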; note: strong numbers were not always called active
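Assay system: HT1080 RFP-PRO-GFP cells. Benchmarks: DMSO vehicle wells and RFP-L50D-GFP reporter cell wells. Times: overnight cell settling, then overnight compound exposure, 37 °C, 5% CO2. Compound: 20 µM single dose, 1% DMSO. Read-out basis: GFP/RFP fluorescence ratio.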
Neddylation inh – inhibitors of human cullin neddylation | TR-FRET cullin neddylation, biochemical | actives 0.58% (n = 360,000) | calls only at 25 µM | P61081+Q13564 | AID 651699; in the data active = inhibition above about 36%
CendR NRP1 mod – modulators of CendR peptide binding to human neuropilin-1. O14786. FAM-RPARPAR peptide binding to NRP-1, fluorescence polarization. inhibition, % at 25 µM. actives 0.85% (n = 360,000). AID 602438;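 active = inhibition or corrected inhibition above about 18%, plus a signal ratio from 0.5 to 1.5, limit read from the data, passing the limit was not always enough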; note: strong numbers were not always called active
Target sequence (O14786 whole entry, looked up): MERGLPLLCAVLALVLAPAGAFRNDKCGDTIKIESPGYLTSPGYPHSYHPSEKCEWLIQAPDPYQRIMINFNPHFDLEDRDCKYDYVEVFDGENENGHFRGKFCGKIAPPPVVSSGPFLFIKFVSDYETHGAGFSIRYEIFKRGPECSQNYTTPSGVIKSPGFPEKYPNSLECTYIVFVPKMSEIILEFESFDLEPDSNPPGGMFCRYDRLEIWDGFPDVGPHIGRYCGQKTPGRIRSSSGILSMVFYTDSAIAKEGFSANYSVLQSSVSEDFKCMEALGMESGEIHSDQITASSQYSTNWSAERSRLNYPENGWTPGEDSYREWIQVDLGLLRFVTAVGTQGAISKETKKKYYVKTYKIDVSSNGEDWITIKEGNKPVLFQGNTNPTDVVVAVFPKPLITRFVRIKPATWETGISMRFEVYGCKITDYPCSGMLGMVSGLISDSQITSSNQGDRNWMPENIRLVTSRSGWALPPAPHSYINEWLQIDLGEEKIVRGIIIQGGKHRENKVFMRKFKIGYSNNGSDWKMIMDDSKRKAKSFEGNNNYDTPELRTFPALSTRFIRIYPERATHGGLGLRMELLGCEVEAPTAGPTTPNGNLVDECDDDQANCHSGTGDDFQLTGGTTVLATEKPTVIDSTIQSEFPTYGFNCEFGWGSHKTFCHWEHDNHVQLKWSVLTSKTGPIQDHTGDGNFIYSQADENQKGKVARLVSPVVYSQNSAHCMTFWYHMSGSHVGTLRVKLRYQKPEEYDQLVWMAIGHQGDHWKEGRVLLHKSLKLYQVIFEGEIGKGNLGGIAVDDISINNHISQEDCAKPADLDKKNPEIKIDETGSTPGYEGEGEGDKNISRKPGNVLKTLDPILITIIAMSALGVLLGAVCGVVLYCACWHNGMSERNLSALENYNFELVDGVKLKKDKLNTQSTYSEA
Rin1 Abl inh – inhibitors of human Rin1-Abl protein interaction; P00519+Q13671; TR-FRET Rin1/Abl binding, biochemical; inhibition, % at 7.35 µM; actives 0.4% (n = 360,000); AID 588664; in the data active = inhibition above about 5%, passing the limit was not always enough
SKN-1 block – C. elegans SKN-1 inhibition. actives 0.49% (n = 360,000). C. elegans VP596 Pgst-4::GFP/RFP ratio, acrylamide-induced, 24 h. inhibition, % at 21.8 µM;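 active = interference check ratio from 0.5 to 1.5 plus GFP to RFP signal ratio inhibition reaching or exceeding a fixed threshold, cut at about 30% in these data, passing the limit was not always enough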; note: some compounds called inactive have numbers as strong as hits
FAS-TE inh – FAS thioesterase (human) inhibition | recombinant FAS-TE, OMFH fluorogenic substrate, fluorescence endpoint | inhibition, % at 15 µM | actives 0.67% (n = 360,000);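 active = compounds whose normalised, plate-corrected inhibition of enzyme fluorescence in the single-dose primary screen is 50% or more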;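 note: 0% = DMSO with enzyme and 100% = substrate without enzyme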
Active calls of the source: *; i = inactive; x = no result given; + = active, no number.

1. O=C(CSc1nnc(-c2ccccn2)n1Cc1ccccc1)NC1CCCC1
2. COc1ccccc1C(=O)NCC(=O)N/N=C/c1ccc([N+](=O)[O-])cc1
3. Cc1ccc(NC(=O)C2CCCN2S(=O)(=O)c2cccc3cccnc23)cc1F (stereo not drawn)
4. CN1C(=O)C(O)(CC(=O)/C=C/C=C/c2ccccc2)c2ccccc21 (stereo not drawn)
5. CCN(CC)CCC(c1cc(OC)c(OC)c(OC)c1)c1c(O)cc(OC)cc1OC (stereo not drawn)
6. NC(=O)c1ccccc1NC(=O)c1ccccc1Cl
7. CC(C)CNC(=O)CSc1nc2scc(-c3ccccc3)c2c(=O)[nH]1
8. O=C(Nc1c(-c2ccccc2)[nH][nH]c1=O)c1ccccc1

compound no.	1	2	3	4	5	6	7	8
MsrA inhibitor	0.9	2.2	1.4	0.8	-1.0	-0.1	-0.6	2.6
E coli Lon inh	1	-4	-4	7	2	11	-4	x
bovine MsrA act	-11	-6	-2	-10	-7	-4	0	x
MT1-MMP act inh	3	3	-2	0	-4	-1	-5	-4
Neddylation inh	i	i	i	i	i	i	i	i
CendR NRP1 mod	5	8	-11	4	1	4	-28	12
Rin1 Abl inh	-1	-5	1	-2	5	0	-1	x
SKN-1 block	12	2	-16	-8	9	6	14	9
FAS-TE inh	-14	4	5	-6	-13	-4	-6	x

9. COc1cccc(C(C(=O)NC2CCCCC2)N(CC2CCCO2)C(=O)CNC(=O)c2ccco2)c1 (stereo not drawn)
10. CCCCC(=O)NN(C)c1nc(-c2ccccc2)nnc1C(F)(F)F
11. CCOC(=O)COc1nc(-c2ccc(Cl)cc2)cc(-c2ccco2)c1C#N
12. CC(C)c1nnc(NC(=O)CCC(=O)NCc2ccco2)s1
13. Cc1ccc(/C=C/C(=O)O)cc1S(=O)(=O)N1CCc2ccccc21
14. COC(C(=O)N/N=C(\C)c1ccc(C)cc1)c1ccccc1 (stereo not drawn)
15. S=C(Nc1ccccc1Cl)N1CCN(c2ccccn2)CC1
16. COc1cccc(C(C(=O)NCc2ccccc2)N2CCN(c3cccc(C)c3C)CC2)c1OC (stereo not drawn)

compound no.	9	10	11	12	13	14	15	16
MsrA inhibitor	1.0	-1.2	-0.7	1.3	0.7	1.2	0.4	0.5
E coli Lon inh	7	10	2	-13	-2	-11	0	x
bovine MsrA act	-4	-1	5	-2	-2	-3	-3	x
MT1-MMP act inh	9	-4	-3	0	-1	2	6	-1
Neddylation inh	i	i	i	i	i	i	i	i
CendR NRP1 mod	-14	7	-1	14	-2	-2	9	-20
Rin1 Abl inh	0	-1	0	1	-1	0	-1	x
SKN-1 block	-30	9	-11	11	-5	-6	20	-2
FAS-TE inh	1	0	2	-7	-10	-2	-2	x

17. CCOc1ccc2nc3cc(N=Nc4ccc(N)nc4N)ccc3c(N)c2c1
18. CCOc1ccccc1-n1nnnc1SCC(=O)NC(=O)Nc1ccc2c(c1)OCCO2
19. Cc1ccc(CN2CCCN(Cc3c(F)cccc3Cl)S2(=O)=O)cc1
20. COc1cc(/C=C(\C#N)C(N)=O)ccc1OS(=O)(=O)c1ccc(C)cc1
21. CC(Sc1nnc(-c2ccccc2F)o1)C(=O)Nc1ccc(N2CCOCC2)cc1 (stereo not drawn)
22. COc1cccc2c(SCC(=O)N/N=C/c3ccccc3)cc(C)nc12
23. O=C(NCc1ccco1)c1cc(-c2cccnc2)nc2ccccc12
24. COc1cc(CN2CCN(C3CCC3)CC2CCO)cc(OC)c1 (stereo not drawn)

compound no.	17	18	19	20	21	22	23	24
MsrA inhibitor	x	-0.4	-0.6	0.3	-1.1	0.5	1.1	0.6
E coli Lon inh	40	7	-10	3	11	1	3	1
bovine MsrA act	-1	-1	-8	-6	-6	-1	-4	0
MT1-MMP act inh	4	-4	-4	3	2	-15	5	-1
Neddylation inh	i	i	i	i	i	i	i	i
CendR NRP1 mod	50*	-5	-5	-1	3	4	-1	-3
Rin1 Abl inh	-2	3	0	-4	1	-6	-5	1
SKN-1 block	14	-10	-13	1	-27	4	0	7
FAS-TE inh	3	-23	23	12	-4	-7	-2	-5

25. Nc1c(C(=O)NC2CC2)c2nc3ccccc3nc2n1-c1ccc2c(c1)OCO2
26. CC(O)[C@H]1CNCCN1CCc1cc(C(F)(F)F)cc(C(F)(F)F)c1 (stereo partly drawn)
27. Cc1ccc(C(=O)NNC(=O)c2cc3ccccc3cc2O)cc1
28. Clc1cccc(C2CCN(Cc3nc(CC4CC4)no3)C2)c1 (stereo not drawn)
29. Oc1c(Cl)cc(Cl)cc1C=Nc1ccc(Br)cc1
30. Cc1cc(NC(=O)C(C)SCC(=O)OCc2ccc([N+](=O)[O-])cc2)no1 (stereo not drawn)
31. O=C(NNC(=O)c1cccs1)c1ccc(Br)o1
32. CCOc1ccc2nc(-c3cc(NC(C)=O)ccc3O)sc2c1

compound no.	25	26	27	28	29	30	31	32
MsrA inhibitor	0.0	-0.6	1.2	0.0	0.5	0.3	0.1	2.3
E coli Lon inh	19*	0	2	0	-6	-9	-11	4
bovine MsrA act	-2	-8	3	-3	-1	-2	-3	-1
MT1-MMP act inh	-9	-2	5	5	-7	0	3	5
Neddylation inh	+	i	i	i	i	i	i	i
CendR NRP1 mod	9	-4	-2	-6	-9	6	4	-7
Rin1 Abl inh	0	2	-5	1	0	0	-2	2
SKN-1 block	-5	-4	15	19	2	-17	0	1
FAS-TE inh	2	-4	10	9	-3	-5	-9	-3

33. O=C(CCc1ccccc1)Nc1ccnn1C1CCN(Cc2ncc[nH]2)CC1
34. Cc1c(C(=O)Nc2nccs2)sc2nc(-c3cccs3)cc(C(F)(F)F)c12
35. Cc1ccc(C)c(CN2CCC(CNC(=O)Nc3ccc(Cl)cc3)CC2)c1
36. Cc1cc([N+](=O)[O-])nn1CC(=O)Nc1nc2ccccc2s1
37. O=C(Cn1ccc2ccccc2c1=O)NCCC(=O)Nc1ccc2c(c1)OCCO2
38. CCn1cc([N+](=O)[O-])c(C(=O)N2N=C(c3cccc4ccccc34)CC2c2ccccc2O)n1 (stereo not drawn)
39. O=C(CCN1C(=O)c2ccccc2S1(=O)=O)Nc1ccc(F)cc1F
40. Cc1ccc(OCCOC(=O)c2cc(S(=O)(=O)N3CCCCC3)ccc2N2CCOCC2)cc1

compound no.	33	34	35	36	37	38	39	40
MsrA inhibitor	0.0	-0.2	1.2	-1.1	-0.5	0.8	0.7	-0.1
E coli Lon inh	-6	-4	1	3	-4	-5	-6	-1
bovine MsrA act	-2	-13	-2	-6	0	-12	-3	-4
MT1-MMP act inh	-1	3	8	0	1	-10	-1	-3
Neddylation inh	i	x	i	i	i	i	i	i
CendR NRP1 mod	3	-16	14	2	5	2	15	6
Rin1 Abl inh	1	4	0	-6	-2	-4	1	3
SKN-1 block	3	0	-12	7	-5	10	16	10
FAS-TE inh	-6	7	6	1	-4	31	-3	38

An excerpt of these results, as tab-separated lines.
#	Structure	MsrA inhibitor	E coli Lon inh	bovine MsrA act	MT1-MMP act inh	Neddylation inh	CendR NRP1 mod	Rin1 Abl inh	SKN-1 block	FAS-TE inh
29	Oc1c(Cl)cc(Cl)cc1C=Nc1ccc(Br)cc1	0.5	-6	-1	-7	i	-9	0	2	-3
30	Cc1cc(NC(=O)C(C)SCC(=O)OCc2ccc([N+](=O)[O-])cc2)no1 (stereo not drawn)	0.3	-9	-2	0	i	6	0	-17	-5
31	O=C(NNC(=O)c1cccs1)c1ccc(Br)o1	0.1	-11	-3	3	i	4	-2	0	-9
32	CCOc1ccc2nc(-c3cc(NC(C)=O)ccc3O)sc2c1	2.3	4	-1	5	i	-7	2	1	-3
33	O=C(CCc1ccccc1)Nc1ccnn1C1CCN(Cc2ncc[nH]2)CC1	0.0	-6	-2	-1	i	3	1	3	-6
34	Cc1c(C(=O)Nc2nccs2)sc2nc(-c3cccs3)cc(C(F)(F)F)c12	-0.2	-4	-13	3	x	-16	4	0	7
35	Cc1ccc(C)c(CN2CCC(CNC(=O)Nc3ccc(Cl)cc3)CC2)c1	1.2	1	-2	8	i	14	0	-12	6
36	Cc1cc([N+](=O)[O-])nn1CC(=O)Nc1nc2ccccc2s1	-1.1	3	-6	0	i	2	-6	7	1
37	O=C(Cn1ccc2ccccc2c1=O)NCCC(=O)Nc1ccc2c(c1)OCCO2	-0.5	-4	0	1	i	5	-2	-5	-4
38	CCn1cc([N+](=O)[O-])c(C(=O)N2N=C(c3cccc4ccccc34)CC2c2ccccc2O)n1 (stereo not drawn)	0.8	-5	-12	-10	i	2	-4	10	31
39	O=C(CCN1C(=O)c2ccccc2S1(=O)=O)Nc1ccc(F)cc1F	0.7	-6	-3	-1	i	15	1	16	-3
40	Cc1ccc(OCCOC(=O)c2cc(S(=O)(=O)N3CCCCC3)ccc2N2CCOCC2)cc1	-0.1	-1	-4	-3	i	6	3	10	38

Continued:
41. CCc1sc(N)nc1-c1ccccc1
42. COc1ccc(/C=C(\C#N)C(=O)N2CCOCC2)cc1Br
43. CN1CCN(C(=O)C2CCN(c3ncc(C(F)(F)F)cc3Cl)CC2)CC1
44. CC(C)C(=O)Nc1nc2c(c(=O)[nH]1)CCCC2
45. COc1cc(/C=N/O)cc(Br)c1OCc1cccc(Cl)c1
46. Cc1cccc(NC(=O)CN(c2ccc(F)cc2)S(C)(=O)=O)c1
47. Cc1cccc(NS(=O)(=O)c2ccc(C)c(C(=O)NCc3cccnc3)c2)c1
48. CC(=O)c1c(C)[nH]c(C(=O)OCC(=O)Nc2cc(C)on2)c1C

compound no.	41	42	43	44	45	46	47	48
MsrA inhibitor	-0.5	0.4	2.0	-1.5	1.1	-0.9	0.5	-0.8
E coli Lon inh	3	-6	-5	9	0	3	-2	2
bovine MsrA act	-4	-5	-3	-3	-3	-14	-1	-10
MT1-MMP act inh	2	-3	-4	-2	-14	-3	-1	5
Neddylation inh	i	i	i	i	i	i	i	i
CendR NRP1 mod	-7	4	-3	-4	9	14	4	3
Rin1 Abl inh	1	0	-1	2	-2	4	0	6
SKN-1 block	18	4	7	4	5	-5	25	-36
FAS-TE inh	-12	3	3	-4	-17	-12	-5	-5

49. CS(=O)(=O)N1CCc2cc(C(=O)N3CCCC3)ccc21
50. NC(=O)c1ncn([C@@H]2O[C@H](CO)[C@@H](O)[C@H]2O)n1
51. COc1ccc(C(=O)Nc2ccccc2-c2nnn(CC(=O)N3CCOCC3)n2)cc1
52. COc1ccccc1S(=O)(=O)Nc1ccc(-c2nnc3n2CCCCC3)cc1
53. Cc1ccc(-c2csc(NC(=O)c3ccno3)n2)cc1
54. O=C(NCC1CCCO1)C1CC(=O)N(c2ccc(Cl)cc2)C1 (stereo not drawn)
55. COC(=O)N/N=C1\CCCc2ccccc21
56. OCC1(CO)COC(CCc2ccccc2)=N1
57. Cc1ccc(C)c(NC(=O)CN(C)C(C)C(=O)N2CCCC2)c1 (stereo not drawn)
58. O=C(Cn1c(-c2ccccn2)nc2ccccc21)NCCN1CCOCC1

compound no.	49	50	51	52	53	54	55	56	57	58
MsrA inhibitor	1.5	-1.2	-1.4	-0.1	2.1	0.1	0.2	-1.1	0.1	-0.1
E coli Lon inh	-6	-7	5	1	-10	-1	-4	-7	-3	3
bovine MsrA act	0	-1	-11	-1	-1	-3	-4	-2	-9	-1
MT1-MMP act inh	0	4	-3	3	-2	x	4	-2	-1	7
Neddylation inh	i	i	i	i	i	i	i	i	i	i
CendR NRP1 mod	13	3	-10	-15	-20	9	-3	20	-1	5
Rin1 Abl inh	2	-1	1	1	-2	-4	3	-1	2	2
SKN-1 block	-9	8	0	-11	37*	-3	-3	8	-15	5
FAS-TE inh	-3	-1	-1	-6	1	0	-8	-9	-11	-6

Compound activity: PubChem BioAssay, several laboratories
